# Source: PubChem BioAssay
# S1P3 antag: blocks the human S1P3 receptor; CHO S1P3 NFAT-BLA reporter, FRET fluorescence, antagonist mode; inhibition, % at 4.98 µM; 0.27% of 170,000 active; AID 485;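 active = inhibition above the plate cutoff, the mean inhibition of test wells on that plate plus 3 SD, cut at about 28% in these data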;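 also: cells challenged with S1P at its EC80 of 0.8 µM; blue over green emission ratio from cleaved BLA substrate after 4 h stimulation; 0% = S1P-stimulated wells and 100% = unstimulated DMSO-only wells; some compounds past the cut are filed as inactive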
# Target sequence (Q99500 whole entry, looked up): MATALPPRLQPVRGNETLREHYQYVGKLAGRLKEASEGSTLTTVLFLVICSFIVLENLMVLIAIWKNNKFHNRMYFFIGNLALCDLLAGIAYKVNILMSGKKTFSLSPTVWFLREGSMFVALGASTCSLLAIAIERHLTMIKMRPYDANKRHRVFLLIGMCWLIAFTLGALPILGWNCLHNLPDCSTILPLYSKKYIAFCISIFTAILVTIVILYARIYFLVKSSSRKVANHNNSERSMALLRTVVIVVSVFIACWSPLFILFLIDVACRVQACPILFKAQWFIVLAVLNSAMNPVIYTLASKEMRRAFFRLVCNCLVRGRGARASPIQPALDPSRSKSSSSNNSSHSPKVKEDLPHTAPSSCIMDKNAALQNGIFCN
# Active calls of the source: *.
No.	structure	S1P3 antag
1	Cc1cc(Cl)ccc1-n1c(-c2cccnc2)n[nH]c1=S	-12.4
2	COc1ccccc1OCCC(=O)Nc1nc(C)cs1	4.3
3	COC(=O)c1ccsc1NC(=O)c1ccc(Cl)s1	-6.9
4	O=C(NCCCn1ccnc1)c1ccc(S(=O)(=O)Nc2ccccc2)cc1	-14.7
5	NS(=O)(=O)c1ccc(NC(=O)COC(=O)CCc2ccc(S(=O)(=O)N3CCOCC3)cc2)cc1	0.1
6	Oc1[nH]c(=S)sc1C=C1N=c2ccccc2=N1	1.0
7	O=S(=O)(Nc1ccccc1N1CCCCC1)c1ccc(F)cc1	-0.9
8	O=C(CN1C(=O)S/C(=C\C=C\c2ccccc2)C1=O)Nc1ccc(C(=O)O)cc1	-21.1
9	CCC(=O)NCc1csc(-c2cccs2)n1	5.6
10	CN(C)CCCNC(NC(=O)/C=C/c1ccccc1)C(Cl)(Cl)Cl (configuration not stated)	-9.6
11	O=C(COC(=O)c1ccc[nH]c1=O)Nc1ccc2c(c1)OC(F)(F)O2	-14.2
12	O=C(O)c1ccccc1/C=N/NC(=O)C1CCCCC1	0.5
13	O=[N+]([O-])c1ccc2nc(SCc3cn4cccnc4n3)[nH]c2c1	-3.3
14	COC(=O)CNC(c1ccccc1)c1cc(Br)ccc1N (configuration not stated)	-2.3
15	Cc1ccc(NC(=O)Cc2ccc3c(c2)OCCO3)cc1S(=O)(=O)N1CCCCC1	5.6
16	CSc1sc(C(=O)OC(C)C)c2c1C(=O)CC(C)(C)C2	7.1
17	Cn1nc(C(F)(F)F)c2cc(C(=O)Nc3ccc(F)cc3)sc21	-5.2
18	CC(C)S(=O)(=O)c1csc(NC(=O)Nc2cccc([N+](=O)[O-])c2)c1Cl	-9.6
19	COc1ccc(/C=C(\C#N)C(=O)Nc2ccc3[nH]c(=O)[nH]c3c2)cc1	2.6
20	Cc1cc(C)n(CCC(=O)N=Nc2c(O)[nH]c3ccc(Br)cc23)n1	8.7
21	CSc1nc(C)c(C(=O)C[n+]2ccccc2C)cc1C#N	-13.4
22	NS(=O)(=O)c1ccc(N2C(=O)C(=O)/C(=C(/O)c3ccccc3)C2c2ccc(Cl)cc2)cc1 (configuration not stated)	-26.6
23	CC(NC(=O)Cc1ccc([N+](=O)[O-])cc1)c1ccc2c(c1)OCO2 (configuration not stated)	1.4
24	O=C(Nc1ccc([N+](=O)[O-])cc1)C(=O)Nc1cccc(C(=O)O)c1	4.8
25	CSc1cccc(NC(=O)C(=O)NCc2ccccc2)c1	-2.5
26	CNc1nnc(Sc2ncccc2[N+](=O)[O-])s1	6.7
27	CC(=O)c1ccc(S(=O)(=O)N2Cc3ccccc3CC2C(=O)O)cc1 (configuration not stated)	-1.4
28	Cc1cc(=O)oc(C)c1C(=O)Nc1cccnc1Cl	-1.8
29	O=C(N/N=C/c1cc([N+](=O)[O-])cc(Br)c1O)C12CC3CCC(CC(C3)C1)C2	-13.8
30	CCN(CC)CCCNc1nc(N)c([N+](=O)[O-])c(NCCO)n1	14.3
31	CCN(C(=O)COC(=O)c1nn(-c2ccccc2)c(=O)c2ccccc12)C1CCS(=O)(=O)C1 (configuration not stated)	-6.2
32	Cc1cc(C(=O)Nc2ccc(N3CCOCC3)c(Cl)c2)c(C)o1	10.5
33	CCc1ccc(NC(=O)C[n+]2cc(-c3ccc(C)cc3)n3c2CCC3)cc1	6.0
34	COc1ccc(N2C(=O)[C@@H]3[C@H](C2=O)[C@H](C(C)=O)N2c4ccccc4C=C[C@@H]32)cc1	-1.7
35	O=C(CSC(=S)N1CCOCC1)Nc1ncc2c(n1)CCCC2=O	-3.0
36	CCOC(=O)CNc1nc(Cl)nc(N2CCCCC2)n1	-8.5

# Individual results from the list.
# entry 25 – S1P3 antag: -2.5
# entry 32 – S1P3 antag: 10.5
# entry 29 – S1P3 antag: -13.8
# entry 27 – S1P3 antag: -1.4
# entry 34 – S1P3 antag: -1.7
# entry 36 – S1P3 antag: -8.5

# Continued:
No.	structure	S1P3 antag
37	O=C(CN1CCN(c2ccc(Cl)cc2[N+](=O)[O-])CC1)N1CCOCC1	-9.9
38	Cc1ccc(-c2nnc3ccc(SCC(=O)N4CCCCC4)nn23)cc1	3.9
39	CCOC(=O)NC(=O)/C(C#N)=C/c1ccc(N(C)C)cc1	2.0
40	CC1=CC(c2ccc(Cl)cc2)n2nc(NC(=O)CCC(=O)O)nc2N1 (configuration not stated)	-12.6
41	Cc1ccc(OCC(=O)O/N=C(\N)c2cccc([N+](=O)[O-])c2)cc1C	-7.8
42	Cc1ccc(NC(=S)NC(C)(C)C)c([N+](=O)[O-])c1	9.9
43	Nc1ncc(N=Nc2cc(C(=O)O)ccc2Cl)s1	-4.8
44	O=C(Nc1ccc(N2CCN(c3ncccc3C(F)(F)F)CC2)nc1)c1cccs1	2.8
45	N#Cc1c(N2CCOCC2)nc(N)c2c(N)nc3c(c12)CC(CCl)O3 (configuration not stated)	9.5
46	O=C(Cn1nnc2ccccc2c1=O)NCC1CCC(C(=O)O)CC1 (configuration not stated)	-0.6
47	NS(=O)(=O)c1ccc(NC(=O)CN2CCN(S(=O)(=O)/C=C/c3ccccc3)CC2)cc1	-1.2
48	O=S1(=O)CCN(Cc2ccccn2)CC1	-4.3

# Some of these compounds in order of heavy-atom count, smallest number first:
No.	structure	S1P3 antag
48	O=S1(=O)CCN(Cc2ccccn2)CC1	-4.3
40	CC1=CC(c2ccc(Cl)cc2)n2nc(NC(=O)CCC(=O)O)nc2N1 (configuration not stated)	-12.6
44	O=C(Nc1ccc(N2CCN(c3ncccc3C(F)(F)F)CC2)nc1)c1cccs1	2.8
47	NS(=O)(=O)c1ccc(NC(=O)CN2CCN(S(=O)(=O)/C=C/c3ccccc3)CC2)cc1	-1.2

# New compounds follow:
No.	structure	S1P3 antag
49	CCOC(=O)C1CCN(S(=O)(=O)c2ccc(-c3cc(C(F)(F)F)n(C)n3)s2)CC1	-8.6
50	COCCCNC(=S)NNC(=O)c1cc(Cl)c(O)c(Cl)c1	4.9
51	O=C(c1ccccc1)n1ccc(-c2cccs2)n1	-12.7
52	O=C(COc1cccc2cccnc12)N/N=C/c1ccccc1O	-2.0
53	O=C1NNC(c2ccccc2)=N/C1=C\c1ccc(Cl)cc1	-17.7
54	CCCOc1ccc(-c2nc(-c3ccc(N)cc3)cs2)cc1	-17.0
55	CCCCCCCCOC(=O)c1c(CSC(=N)N)n(C)c2cc(Br)c(OC(C)=O)cc12	-0.3
56	Cc1cc(=O)c2c(C)ccc(C)c2[nH]1	-4.8
57	N#CCC(=O)N/N=C/c1cn(Cc2cccc3ccccc23)c2ccccc12	2.8
58	CC(=O)NC(NC(=S)Nc1cccc(Br)c1)C(Cl)(Cl)Cl (configuration not stated)	0.6
59	CCN1C(=O)C(CC(=O)Nc2ccc(OC)cc2)N(Cc2ccc(OC)c(OC)c2)C1=S (configuration not stated)	-9.1
60	Cc1ccc(N(Cc2cc3ccc(C)cc3[nH]c2=O)C(=O)c2ccco2)c(C)c1	5.8
61	CCOCc1cc(=O)[nH]c(SC)n1	-13.0
62	O=C(CP(=O)(c1ccccc1)c1ccccc1)Nc1nc2ccccc2s1	-10.7
63	CSCC[C@H](NC(=O)OC(C)(C)C)C(=O)N/N=C/c1cccc2nccnc12	12.4
64	CC(C)(C)C(=O)Nc1nnc(-c2ccccc2)c(-c2ccccc2)n1	-2.9
65	O=C(O)c1ccccc1N/N=C/c1cc(Br)cc(Br)c1O	5.3
66	COc1ccc(-c2cc3cc(C(=O)O)ccn3c2C(=O)c2ccccc2)cc1	0.8
67	CCOc1ccc2nc(COC(=O)c3cccs3)c(C(C)=O)[n+]([O-])c2c1	16.5
68	FC(F)(F)c1ccccc1NC(=S)N1CCCC1	-15.3
69	COc1ccc(-c2cc(C#N)nc(NN)n2)cc1	5.8
70	COC(=O)/C=C1\NCCNC1=O	-2.4
71	CCc1nc2cc(Cl)c(Cl)cc2nc1CC	-7.2
72	COc1ccc2cc(C#N)c(SCC(=O)N3CC(=O)Nc4ccccc43)nc2c1	-2.5
73	Cc1nc(SC(C)C(=O)Nc2cccc(C(F)(F)F)c2)c2c(C)c(C(=O)O)sc2n1 (configuration not stated)	15.1
74	COc1cc(N2C(=O)C=CC2=O)c(OC)cc1Cl	0.3
75	CC(=O)N(Cc1ccc(Br)cc1)c1ccccc1C(=O)O	-21.1
76	COC(=O)c1ccc2c(c1)N(Cc1nc(-c3cccc(Cl)c3)oc1C)C(=O)C1CCCN21 (configuration not stated)	4.6
77	CCCCNC(=S)Nc1ccc(F)cc1	-5.3
78	CCCCn1c(SCC(=O)N(C)C2CCS(=O)(=O)C2)nc2cc(S(N)(=O)=O)ccc21 (configuration not stated)	6.0
79	O=C(N/N=C/c1ccc(Cl)s1)c1ccccc1[N+](=O)[O-]	0.3
80	Cc1nc2sc3c(c2c2nc(-c4ccco4)nn12)CC(C)(C)OC3	-0.4
81	CC(C)c1cc(C(=O)N2CCCC(CCC(=O)N3CCN(c4ccccn4)CC3)C2)no1 (configuration not stated)	2.0
82	CCCCC[n+]1ccn(C2=C([O-])c3ccccc3C(=O)/C2=N\S(=O)(=O)c2ccc(Cl)cc2)c1	4.2
83	CN(NC1OC(=O)c2ccccc21)c1c([N+](=O)[O-])cc(C(F)(F)F)cc1[N+](=O)[O-] (configuration not stated)	14.5
84	Cc1ccc(C(CCNC(C)c2cccs2)c2ccco2)cc1 (configuration not stated)	2.3
85	COC(=O)/C=C1/S/C(=N/NC(=O)c2ccc(Cl)cc2Cl)NC1=O	0.8
86	CCN(CC)CC(=O)Nc1cccc(S(=O)(=O)N2CCCC2)c1	-7.0
87	Cc1ccc(C2=NOC3(CC(=O)N(c4ccccc4)C3=O)C2)cc1 (configuration not stated)	1.2
88	O=C(Nc1ccc(Cl)cc1)N1CCN(Cc2ccc3c(c2)OCO3)CC1	5.3
89	Cc1cc(NC(=O)c2ccccc2Cl)n(C(C)(C)C)n1	-2.6
90	O=C(CCCn1nnc2ccccc2c1=O)N[C@H](C(=O)O)c1ccccc1	-5.7
91	NC(=O)N=Nc1c2[nH]c3ccccc3nc-2c2ccccc12	-16.6
92	Cn1c(=O)n(C)c2cc(S(=O)(=O)N3CCN(c4ccccc4)CC3)ccc21	-2.4
93	Cc1ccccc1Cn1c(=O)c2c(nc3n2CCN3Cc2ccco2)n(C)c1=O	-6.7
94	C[n+]1cccc2c(Br)ccc([O-])c21	-5.3
95	CSc1nc(-c2ccc(C)cc2)nc(N)c1C#N	9.0
96	NNC(=O)c1csc(-c2ccc(C(F)(F)F)cc2Cl)n1	10.9
97	COc1ccc(CNc2nc3nc(C)c(Cl)c(=O)n3[nH]2)cc1	3.8
98	CCCc1cc(=O)[nH]c(SCC(=O)Nc2ccc(Br)cc2)n1	1.2
99	CN(C)C(=O)CSc1nnc(-c2ccc(F)cc2)c2ccccc12	-8.9
100	CSCC(CO)NS(=O)(=O)c1ccc(C)cc1 (configuration not stated)	-7.9
101	COc1ccc([N+](=O)[O-])cc1NS(=O)(=O)c1cc(C(=O)O)ccc1OC	0.0
102	COc1ccc(-c2nnc(CSc3nc4ccccc4c(=O)n3CC3CCCO3)o2)cc1OC (configuration not stated)	19.9
103	NC(=O)N/N=C/c1cccc(C(F)(F)F)c1	-0.7
104	O=S(=O)(c1ccc(-c2ccon2)s1)N1CCCC1	7.9
105	O=c1[nH]cnc2c1ncn2Cc1ccc([N+](=O)[O-])cc1	-15.8
106	Oc1cccc(/C=N/N2CCN(C3c4ccccc4-c4ccccc43)CC2)c1	-9.1
107	Cc1ccc(NS(=O)(=O)c2cc(N)ccc2Cl)c(C)c1	3.6
108	O=C(CC1NCCN(Cc2ccccc2)C1=O)Nc1ccccc1 (configuration not stated)	-5.5

# Overlap with the part before: 2 entries, then new ones.
No.	structure	S1P3 antag
107	Cc1ccc(NS(=O)(=O)c2cc(N)ccc2Cl)c(C)c1	3.6
108	O=C(CC1NCCN(Cc2ccccc2)C1=O)Nc1ccccc1 (configuration not stated)	-5.5
109	Cc1ccc(N2CCn3c2nc2c3c(=O)n(CCc3ccccc3)c(=O)n2C)cc1	6.1
110	Oc1ccccc1/C=N/Nc1nn[nH]n1	9.7
111	CC(C)N1CCC(N2CCN(Cc3nc4ccccc4s3)CC2CCO)CC1 (configuration not stated)	1.2
112	Cn1c(N)c(C(=O)Nc2c(Cl)cccc2Cl)sc1=S	6.5
113	Cc1c(Nc2c3ccccc3nc3ccccc23)c(=O)n(-c2ccccc2)n1C	-10.9
114	COc1ccccc1Nc1nc(NCCO)nc(N)c1[N+](=O)[O-]	8.9
115	Cc1cc(C(=O)Nc2cc(C(C)(C)C)on2)c(C)o1	5.2
116	CCN1C(=O)C(CC(=O)Nc2ccc(Cl)cc2)N(NC(=O)c2ccncc2)C1=S (configuration not stated)	-1.7
117	COc1cccc(NC(=O)N2CCN(c3nc(-c4cccc(OC)c4)cs3)CC2)c1	9.4
118	Oc1ccc(N=Nc2ccc3c(c2)OCCO3)c2ncccc12	-7.6
119	COc1cccc2nc3cc(C)c(C)cc3nc12	-3.0
120	O=C(CCc1nnc(CCc2c[nH]c3ccccc23)o1)NC1CCC1	12.9
121	COc1ccc2c(=O)c3c(=O)n(CCc4ccccc4)c(C(C)C)nc3oc2c1	-6.5
122	Cn1c2ccccc2c(=O)c2c(=O)n(Cc3ccco3)c(-c3ccc(Cl)cc3Cl)nc21	-22.7
123	OC(COc1cccc2ccccc12)CN1CCN(c2ccccc2)CC1 (configuration not stated)	-16.6
124	O=C(Nc1nc(-c2ccccc2)cs1)c1ccco1	-16.1
125	CCCCC1=NN(C(=O)c2cccnc2)C(O)(C(F)(F)F)C1 (configuration not stated)	-8.8
126	COc1ccc(C2=NOC(COc3ccc4c(C)cc(=O)oc4c3)C2)c(OC)c1 (configuration not stated)	8.4
127	CCOC(=O)C(=CNc1cc(OC)ccc1-n1cccc1)C(=O)OCC	12.0
128	Cc1cc(C)nc(N/N=C/c2cc(Br)ccc2O)n1	-0.2
129	O=C(COC(=O)CCc1nc2ccccc2c(=O)[nH]1)NC(c1ccccc1)c1ccccc1	-18.5
130	O=C(c1ccccc1O)N1CCOCC1	-9.1
131	CC(C)(C)c1cc(NCc2ccccn2)n2ncc(-c3ccc(Cl)cc3)c2n1	-17.8

# Some of the compounds tested; the hit share may differ from the screen's.
